TR SRC2 fluor cs – Texas Red fluorescence interference in TRb-SRC2 counter-screen. TRb/SRC2 Texas Red total fluorescence interference. Potency, µM (top dose mostly 106 µM), for inactives: at the highest dose fluorescence change, negative = quenching. hit rate 0.29% among 280,000; active = well fitted curve in either direction with a large enough effect; inconclusive = small, poorly fitted or top-dose-only effect; also: potency is read from the fitted curve at half-maximal effect; % is scaled to controls: 0 for no effect and ±100 for the full control effect
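Flags fluorescent or light-absorbing compounds by total fluorescence, S + 2P, at 555 nm excitation and 632 nm emission. Mixture: 20 nM Texas Red SRC2 peptide, 0.6 uM human TRb LBD, 1 uM T3, 5% DMSO; compound exposure 5 h at ambient temperature.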
Epigenetic reg – derepresses silenced GFP reporter in murine cells | murine LDR cells, GFP reporter derepression, 30 h | Potency, µM (top dose mostly 53.9 µM), inactives show at the top dose GFP activation, usual class: activators | hit rate 0.2% among 280,000; also: potency is read from the fitted curve at half-maximal effect; % of control where 0% means no effect; nearly all actives have a fitted effect of over 60% in size
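GFP-positive cell count by laser-scanning cytometry (objects 20–120 um) after 30 h, 37 C compound exposure of murine LDR cells; reporter is CMV-GFP integrated at a silenced locus, inducible by HDAC or DNMT inhibitors.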
CBFb-RUNX1 inh – blocks binding between human CBF-beta and RUNX1 | Q01196+Q13951 | AlphaScreen CBFb-His/RUNX1-biotin binding, biochemical | Potency, µM (series often up to 59.8 µM), for inactives: at the highest dose activity, negative = inhibition, actives largely listed as inhibitors | 230,000 tested, under 10 active; also: % of control where 0% means no effect
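Bead-based AlphaScreen assay; binding partners His-tagged CBF-beta and biotinylated RUNX1 at 30 nM each. Compound exposure 15 min after a 20-min protein preincubation; bead step 90 min; all steps at room temperature.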
TRb-SRC2 inh – disrupts binding of human TR beta to SRC2; TRbeta-SRC2 peptide binding, fluorescence polarization; receptor liganded with 1 µM T3; hit rate 0.065% among 280,000; Potency, µM (series often up to 106 µM), inactives show top-dose activity change, negative = inhibition, hits mostly inhibitors; P10828;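 also: potency is read from the fitted curve at half-maximal effect; plate controls were bound peptide for no effect and peptide without receptor for full effect; nearly all actives have a fitted effect of over 50% in size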
Target sequence (P10828 whole entry, looked up): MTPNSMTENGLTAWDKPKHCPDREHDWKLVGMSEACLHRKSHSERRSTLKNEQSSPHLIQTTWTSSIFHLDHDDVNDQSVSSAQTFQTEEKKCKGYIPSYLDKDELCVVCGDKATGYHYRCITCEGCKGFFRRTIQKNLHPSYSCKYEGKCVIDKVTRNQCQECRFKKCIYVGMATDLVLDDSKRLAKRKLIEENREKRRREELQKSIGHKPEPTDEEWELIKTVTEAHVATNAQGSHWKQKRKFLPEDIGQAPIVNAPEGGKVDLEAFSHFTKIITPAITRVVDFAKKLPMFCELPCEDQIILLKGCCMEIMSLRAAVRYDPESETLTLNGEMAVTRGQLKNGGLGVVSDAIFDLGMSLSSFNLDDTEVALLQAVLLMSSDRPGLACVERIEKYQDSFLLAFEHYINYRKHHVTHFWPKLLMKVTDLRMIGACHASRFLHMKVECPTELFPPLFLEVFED
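Human TRb LBD (0.6 uM) plus Texas Red-labeled SRC2 peptide (20 nM), 1uM T3, 5% DMSO, 5 hr at ambient temperature. Decreased polarization (555/632 nm) flags inhibition; data normalized to free and bound peptide controls.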
aGal spleen mod – inhibits or activates alpha-galactosidase in human spleen homogenate | P06280 | human spleen homogenate, 4MU-alpha-Gal fluorescence, 40 min | Potency, µM (top dose mostly 80 µM), for the others: top-dose activity change, negative = inhibition, hits mostly inhibitors | hit rate 0.008% among 240,000 | AID 2107;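 also: potency is read from the fitted curve at half-maximal effect; 0% = enzyme with vehicle and -100% = no enzyme basal signal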
Target sequence (P06280 32-429 limits assumed): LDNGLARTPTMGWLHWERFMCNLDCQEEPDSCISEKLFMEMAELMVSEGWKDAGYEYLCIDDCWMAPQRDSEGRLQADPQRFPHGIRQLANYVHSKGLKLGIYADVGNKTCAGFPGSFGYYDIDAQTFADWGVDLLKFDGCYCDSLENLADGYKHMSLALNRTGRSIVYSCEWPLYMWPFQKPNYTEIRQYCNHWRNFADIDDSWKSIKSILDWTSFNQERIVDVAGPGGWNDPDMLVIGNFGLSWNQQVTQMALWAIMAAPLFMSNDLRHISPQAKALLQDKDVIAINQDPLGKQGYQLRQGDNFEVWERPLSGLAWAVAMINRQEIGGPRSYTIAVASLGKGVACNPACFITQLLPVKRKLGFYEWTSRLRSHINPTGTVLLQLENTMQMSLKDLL
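Human spleen homogenate (1 ug) was the enzyme source, with 4-methylumbelliferyl-alpha-D-galactopyranoside (1 mM final) in pH 5.0 citrate buffer with 0.01% Tween-20. Compounds were titrated; after 40 min at 37C, NaOH/glycine stop, 4-MU fluorescence read; AC50 from Hill fits.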
Tau fibril FP – tau fibrillization inhibition (FP) | P10636 | K18 P301L tau heparin fibrillization, Alexa594 FP, 6 h | Potency, µM (series often up to 57.7 µM), for inactives: at the top dose activity, negative = inhibition, hits mostly inhibitors | hit rate 0.39% among 280,000 | AID 1468; also: potency is read from the fitted curve at half-maximal effect; % is scaled to controls: 0 for no effect and ±100 for the full control effect; nearly all actives have a fitted effect of over 55% in size
Target sequence (P10636 561-689 P618L limits assumed): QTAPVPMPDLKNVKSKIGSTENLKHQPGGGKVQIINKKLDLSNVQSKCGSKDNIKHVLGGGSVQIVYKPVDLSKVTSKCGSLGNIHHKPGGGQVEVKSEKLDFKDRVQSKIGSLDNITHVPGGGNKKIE
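Human K18 P301L fragment (15 uM unlabeled plus 0.24 uM Alexa 594-labeled) in 100 mM sodium acetate pH 7 with compound, aggregation induced by 20 uM heparin for 6 hr at 37 C. ThT (30 uM) added for 1 hr, then Alexa 594 FP read.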
NPSR antag – neuropeptide S receptor (human) antagonism, cAMP. hit rate 1% among 220,000. AID 1461. CHO-NPSR cells, cAMP TR-FRET, antagonist mode. Potency, µM (doses to about 38.3 µM), without a hit: at the top dose activity change, negative = inhibition, actives largely listed as inhibitors; also: potency is read from the fitted curve at half-maximal effect; % is scaled to controls: 0 for no effect and ±100 for the full control effect; nearly all actives have a fitted effect of over 50% in size; many of its hits are not listed in these tables
Tau fluor cs – counter-screen for tau fibril formation inhibitors; tau K18 P301L (four-repeat tau fragment) Alexa594 fluorescence, heparin fibrillization; Potency, µM (series often up to 57.7 µM), for the others: at the top dose activity change, negative = decrease; hit rate 0.93% among 280,000; also: potency is read from the fitted curve at half-maximal effect; % is scaled to controls: 0 for no effect and ±100 for the full control effect; nearly all actives have a fitted effect of over 55% in size
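Human K18 P301L tau (15 uM unlabeled plus 0.24 uM Alexa 594-labeled, final) in 100 mM sodium acetate pH 7 was mixed with compound and 20 uM heparin and incubated 6 hr at 37 C.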
Starred values were filed as active, the others as inactive; ? = inconclusive; . = not tested or not shown; [ ] = dose if it differs, or a comment. Unless noted, calls follow the shape of the dose curve; as a rule, active = well fitted curve in the direction sought with a large enough effect; inconclusive = small, poorly fitted or top-dose-only effect, or another doubt; inactive = no such curve, though single readings can be large; an effect the other way counts as inactive or inconclusive.

Below each compound – TR SRC2 fluor cs | Epigenetic reg | CBFb-RUNX1 inh | TRb-SRC2 inh | aGal spleen mod | Tau fibril FP | NPSR antag | Tau fluor cs
O=C(Cc1ccc(Cl)cc1)Nc1ccc2c(c1)C(=O)NC2=O
 : -1% | 0.1% | 3% | 1% | 6% | ? | -2% | -15%
O=C1CSC(c2cccc(Cl)c2Cl)N1c1ccccn1 (stereo not given)
 : -1% | 0.0% | 9% | 1% | 1% | -5% | -13% | -22%
CCCCN1C(=O)C2ON(c3ccccc3C)C(c3ccco3)C2C1=O (stereo not given)
 : 4% | 0.0% | 8% | 3% | 0% | 7% | -7%[46.1 µM] | -19%
COC(=O)CN1C(=O)N(c2ccccc2)C(N(O)C(=O)Nc2ccccc2)C1(C)C (stereo not given)
 : -1% | -0.6% | -2% | 0% | 6% | 0% | -27%[7.67 µM] | -8%
CC(C)(C)c1ccc(C(=O)N(Cc2ccc(F)cc2)Cc2ccco2)cc1
 : 0% | 11% | . | -5% | . | -4% | . | -16%
Cc1ccc2onc(CNC(=O)N3CCN(c4cccc(C)c4C)CC3)c2c1
 : -2% | 0.0% | . | -7% | . | 6% | . | -23%
CN(C)Cc1cc(C(C)(C)c2cc(CN(C)C)c(O)c(CN(C)C)c2)cc(CN(C)C)c1O
 : -2% | -1.0% | -4% | -21% | 18% | 5% | 11% | -1%
CC(C)Oc1ccc(CNC(=O)CCCN2C(=O)c3cccnc3Oc3ccc(Cl)cc32)cc1
 : 4% | -1.2% | . | 0% | . | 0% | . | -9%
CCOC(=O)c1ccc(NC(=S)NCCCN2CCCC2=O)cc1
 : 1%[53 µM] | 2.3% | 4% | -5%[53 µM] | -3% | 4% | -1% | -23%
Fc1ccc(-c2nc(-c3cccs3)no2)cc1
 : -1% | 2.1% | 17% | 1% | 2% | . | -1% | .
Cc1ccccc1C(=O)NNC(=O)c1ccoc1C
 : 0% | 2.1% | 4% | 0% | -11% | -1% | -10%[46.1 µM] | -1%
COc1cc(CC(=O)NNC(=O)c2cc(C)oc2C)cc(OC)c1OC
 : 1% | 0.0% | -6% | -4% | 3% | -1% | -20%[46.1 µM] | -10%
COC(=O)c1sc(N2C(=O)c3oc4ccc(C)cc4c(=O)c3C2c2ccc(O)c(OC)c2)nc1C (stereo not given)
 : 1% | 1.1% | . | 7% | . | 3% | . | ?
Cc1ccc(Nc2nc(-c3ccncc3)nc3ccccc23)cc1
 : -5% | 5.4% | 0% | 2% | 0% | -8% | 20% | -20%
O=C(Cn1cnc2ccccc2c1=O)NCC(=O)N1CCN(Cc2ccc3c(c2)OCO3)CC1
 : 0% | 0.0% | -3% | 1% | 10% | 13% | -7%[46.1 µM] | 10%
Cc1ccccc1OCc1nc2ccccc2c(=O)n1/N=C/c1ccco1
 : 0% | -1.0% | 6% | 0% | 6% | -7% | -33% | -28%
COc1ccc(Cl)cc1NC(=O)C/C(C)=N/NC(=O)CC#N
 : 0% | 2.5% | 9% | -5% | -10% | -10% | 3%[46.1 µM] | -18%
CCc1nc2ccccc2c(C(=O)OCC(=O)Nc2cccc(S(=O)(=O)NC3=NCCCCC3)c2)c1C
 : 2% | 0.1% | -7% | 1% | -3% | ? | -21% | ?
CC(C)(C)c1ccc(C(=O)NNC(=O)c2ccc(Cl)cc2)cc1
 : -1% | 0.0% | -1% | -6% | 15% | -2% | 8% | 13%
CN(CC(=O)Nc1ccc(Cl)cc1F)S(=O)(=O)c1ccc2c(c1)n(C)c(=O)c(=O)n2C
 : -2% | -2.9% | . | -6% | . | -10% | . | -10%

Sorted by formula weight (high to low): some entries from above.
Below each compound – TR SRC2 fluor cs | Epigenetic reg | CBFb-RUNX1 inh | TRb-SRC2 inh | aGal spleen mod | Tau fibril FP | NPSR antag | Tau fluor cs
CCc1nc2ccccc2c(C(=O)OCC(=O)Nc2cccc(S(=O)(=O)NC3=NCCCCC3)c2)c1C
 : 2% | 0.1% | -7% | 1% | -3% | ? | -21% | ?
COc1cc(CC(=O)NNC(=O)c2cc(C)oc2C)cc(OC)c1OC
 : 1% | 0.0% | -6% | -4% | 3% | -1% | -20%[46.1 µM] | -10%
Cc1ccccc1OCc1nc2ccccc2c(=O)n1/N=C/c1ccco1
 : 0% | -1.0% | 6% | 0% | 6% | -7% | -33% | -28%
COc1ccc(Cl)cc1NC(=O)C/C(C)=N/NC(=O)CC#N
 : 0% | 2.5% | 9% | -5% | -10% | -10% | 3%[46.1 µM] | -18%
Cc1ccc(Nc2nc(-c3ccncc3)nc3ccccc23)cc1
 : -5% | 5.4% | 0% | 2% | 0% | -8% | 20% | -20%

(list continues)
Below each compound – TR SRC2 fluor cs | Epigenetic reg | CBFb-RUNX1 inh | TRb-SRC2 inh | aGal spleen mod | Tau fibril FP | NPSR antag | Tau fluor cs
Cc1cccc(C)c1OCc1nc2ccccc2[nH]1
 : -3% | -4.6% | 16% | -1% | 2% | 7% | -5% | 6%
Cc1cc2cc(CNC(=O)c3ccc(S(=O)(=O)N4CCOCC4)cc3)ccc2n1C
 : 45µM*[fluorescent] | -0.8% | -5% | 40µM* | 6% | ? | 11%[46.1 µM] | -5%
COc1ccc(CCN(C)CCC(=O)Nc2c(C)cc(C)cc2C)cc1OC
 : -3% | 0.7% | 0% | -1% | -1% | -7% | -8%[46.1 µM] | 2%
COc1ccccc1NC1=NC(CO)(CO)CS1
 : -1% | 3.2% | 4% | 7% | 3% | -4% | 11% | -8%
CCC(=O)Nc1ccc(C(=O)NNC(=O)c2ccc([N+](=O)[O-])cc2)cc1
 : -1% | -2.9% | 10% | 9% | -1% | 0% | 17% | 0%
CCCc1nn2c(=O)cc(COc3ccc(/C=C(\C#N)C(=O)Nc4ccc(F)cc4)cc3)nc2s1
 : -3% | 2.9% | . | 0% | . | 8% | . | 0%
Cc1cc(C)cc(NC(=O)CSc2nnc(-c3ccc(S(=O)(=O)N4CCCC4)cc3)o2)c1
 : -1% | -1.0% | 2% | -2% | 0% | 5% | -11%[46.1 µM] | -14%
O=C(O)/C=C/c1ccc(S(=O)(=O)NCc2ccco2)cc1
 : -5% | -0.2% | 2% | 2% | 3% | 2% | 12% | 6%
N#C/C(=C(/O)c1ccc([N+](=O)[O-])cc1)c1nc2ccccc2[nH]1
 : -1% | -0.3% | 7% | -3% | -5% | 0% | 14% | -15%
CCCCCCCCCC(=O)N/N=C/c1ccc(C)s1
 : 0% | 1.4% | -4% | 1% | -2% | 1% | -4%[46.1 µM] | -17%

Record cards (already shown):
CCc1nc2ccccc2c(C(=O)OCC(=O)Nc2cccc(S(=O)(=O)NC3=NCCCCC3)c2)c1C across the screens: TR SRC2 fluor cs: 2%; Epigenetic reg: 0.1%; CBFb-RUNX1 inh: -7%; TRb-SRC2 inh: 1%; aGal spleen mod: -3%; Tau fibril FP: ?; NPSR antag: -21%; Tau fluor cs: ?
CN(CC(=O)Nc1ccc(Cl)cc1F)S(=O)(=O)c1ccc2c(c1)n(C)c(=O)c(=O)n2C across the screens: TR SRC2 fluor cs: -2%; Epigenetic reg: -2.9%; CBFb-RUNX1 inh: .; TRb-SRC2 inh: -6%; aGal spleen mod: .; Tau fibril FP: -10%; NPSR antag: .; Tau fluor cs: -10%

More results follow.
Below each compound – TR SRC2 fluor cs | Epigenetic reg | CBFb-RUNX1 inh | TRb-SRC2 inh | aGal spleen mod | Tau fibril FP | NPSR antag | Tau fluor cs
Cc1ccc(-n2c(C)cc(/C=N/NC(=O)CN(c3ccc(C)cc3C)S(C)(=O)=O)c2C)cc1
 : -2% | 5.4% | -5% | 2% | 8% | 8% | 18%[46.1 µM] | ?
CCC(C)/C(C)=N/NC(=O)c1ccc(COc2ccc(Cl)c(C)c2)cc1 (stereo not given)
 : 1% | 0.0% | 11% | 0% | -2% | -5% | -21% | -6%
CSc1cccc(NC(=S)N(CCC(C)C)C2CCN(C(C)C)CC2)c1
 : 3% | 0.2% | -19% | -13% | 0% | -16% | -14% | -23%
COc1ccc(/C=C(/C#N)C(=O)Nc2ccccc2C)cc1C(=O)O
 : ? | 0.0% | -4% | -1% | -2% | 2% | -13%[46.1 µM] | 1%
CCS(=O)(=O)Nc1cccc(C2=NN(S(=O)(=O)c3ccc(F)cc3)C(c3cccs3)C2)c1 (stereo not given)
 : -2% | 1.5% | -8% | -6% | -2% | ? | -29% | ?
COc1ccc(-c2cc(C(F)(F)F)nc(SCC(=O)NCC(C)C)n2)cc1OC
 : 7% | 0.0% | . | -1% | . | -6% | . | -8%
O=C(COc1ccc(Cl)cc1)Nc1ccccc1OCc1cc(=O)n2ccccc2n1
 : -2% | 1.0% | . | 6% | . | -9% | . | -10%
CN(C)S(=O)(=O)N1C(=O)c2ccccc2C1=O
 : -2% | 0.5% | 5% | -1% | 0% | -9% | -14% | -20%
S=C(NCc1ccco1)N1CCN(c2ccccc2Cl)CC1
 : -6% | 1.1% | -8% | 5% | -1% | -1% | -33% | -17%
CCn1c2ccccc2c2cc(NC(=O)c3ccccc3[N+](=O)[O-])ccc21
 : -3% | -1.6% | ? | -2% | 0% | -5% | -5% | ?
Cc1ccc2c(c1)N(C(=O)Nc1ccc(Br)cc1F)CCO2
 : -13% | 2.2% | . | -2% | . | -12% | . | 8%
O=C1NCCN1CCNS(=O)(=O)c1ccc(F)c(Cl)c1
 : -1% | -0.4% | 9% | -4% | 9% | 6% | -21% | -7%
CCC(=O)N1CCN(c2ccc(NC(=O)c3c(F)c(F)c(OC)c(F)c3F)cc2)CC1
 : -6% | 5.3% | -1% | -2% | 1% | -2% | -1%[46.1 µM] | -18%
N/C(=N\OC(=O)Cc1ccccc1[N+](=O)[O-])c1ccccn1
 : -2% | -1.3% | 3% | -9% | 12% | -4% | 13% | 1%

Compound activity (PubChem BioAssay)

These rows are one share of the data, so the mix of outcomes need not match the whole.
